Source: PubChem BioAssay (several laboratories)
H9c2 protect: cardioprotection against H2O2-induced cell death, primary screen, uHTS, H9c2 cells, ATPLite luminescence; protection from H2O2 cell death, % at 20 µM; H9c2 cardiomyocytes, H2O2 injury protection, 2 h; 0.63% of 360,000 active; AID 588492, 2011;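 active = compounds giving at least 50% protection of heart cells from peroxide-induced death in the single-dose screen, raw or plate-pattern-corrected value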;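 note: 0% = DMSO wells with peroxide and 100% = DMSO wells without peroxide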
MC4R antagonist: MC4R antagonists of cAMP signaling, primary screen, cell-based, TR-FRET, antagonist arm of biased-ligand search; MC4R-expressing cells, MTII-stimulated cAMP, LANCE TR-FRET; inhibition, % at 6.5 µM; 0.48% of 360,000 active; AID 540295, 2011;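 active = inhibition above its plate's cutoff, the mean of tested wells on that plate plus 3 SD, cut at about 29% in these data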;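 note: 0% = Melanotan II alone and 100% = Melanotan II plus saturating MCL0020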
Target sequence (P32245 whole entry, looked up): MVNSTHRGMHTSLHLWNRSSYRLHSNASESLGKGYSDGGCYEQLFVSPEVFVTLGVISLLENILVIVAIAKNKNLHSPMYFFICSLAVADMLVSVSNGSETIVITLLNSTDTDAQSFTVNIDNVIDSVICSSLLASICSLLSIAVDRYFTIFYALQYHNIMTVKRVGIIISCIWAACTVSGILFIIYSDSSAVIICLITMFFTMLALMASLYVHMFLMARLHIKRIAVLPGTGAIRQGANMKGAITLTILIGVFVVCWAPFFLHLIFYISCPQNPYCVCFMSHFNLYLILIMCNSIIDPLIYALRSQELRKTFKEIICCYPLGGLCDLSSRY
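Assay system: U2OS-MC4R stable cell line; Also added: Melanotan II; Technique: Eu-cAMP/anti-cAMP TR-FRET, emission 671 nm; Times: 30-min compound, 1-h challenge, 1-h detection, room temperature.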
MC4R ag barr: MC4R agonists recruiting beta-arrestin, primary screen, cell-based, luminescence, agonist arm of biased-ligand search | Melanocortin receptor 4 (Homo sapiens), P32245 | U2OS MC4R beta-arrestin complementation; percent of melanotan II response, DMSO zero | activation, % at 8.9 µM | 0.98% of 360,000 active;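 active = activation above a per-plate cutoff, the mean activation of sample wells on that plate plus 3 SD, cut at about 8% in these data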
Granule exo inh: LAMP-1 surface exposure blockers, TALL-104 cells – cell-based, flow cytometry, MLPCN library, primary screen. AID 651702, 2012. 0.66% of 360,000 active. inhibition, % at 10 µM. TALL-104 LAMP-1 surface exposure; cells stimulated with thapsigargin and PMA;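 active = inhibition above about 55%, limit read from the data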
hiPSC survival: enhancers of single-cell hiPSC survival, primary screen, ATPlite luminescence | 0.044% of 360,000 active | survival enhancement, % at 20 µM | 100% = ROCK inhibitor wells, 0% = DMSO; in the data active = survival enhancement above about 18%;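 note: cells exposed to compounds for 16 hours before the ATP read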
m5-HT2A agonist: mouse Htr2a agonists via beta-arrestin recruitment, primary screen, cell-based, luminescence; 5-hydroxytryptamine receptor 2A (Mus musculus), P35363; CHO-K1 mHTR2A beta-arrestin complementation; percent of 30 µM serotonin response; activation, % at 7.6 µM; 0.66% of 360,000 active;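 active = activation above a run cutoff, the mean activation of all tested compounds plus 3 SD, cut at about 14% in these data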;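 note: 0% = plate median of compound wells and 100% = 30 µM serotonin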
Target sequence (P35363 whole entry, looked up): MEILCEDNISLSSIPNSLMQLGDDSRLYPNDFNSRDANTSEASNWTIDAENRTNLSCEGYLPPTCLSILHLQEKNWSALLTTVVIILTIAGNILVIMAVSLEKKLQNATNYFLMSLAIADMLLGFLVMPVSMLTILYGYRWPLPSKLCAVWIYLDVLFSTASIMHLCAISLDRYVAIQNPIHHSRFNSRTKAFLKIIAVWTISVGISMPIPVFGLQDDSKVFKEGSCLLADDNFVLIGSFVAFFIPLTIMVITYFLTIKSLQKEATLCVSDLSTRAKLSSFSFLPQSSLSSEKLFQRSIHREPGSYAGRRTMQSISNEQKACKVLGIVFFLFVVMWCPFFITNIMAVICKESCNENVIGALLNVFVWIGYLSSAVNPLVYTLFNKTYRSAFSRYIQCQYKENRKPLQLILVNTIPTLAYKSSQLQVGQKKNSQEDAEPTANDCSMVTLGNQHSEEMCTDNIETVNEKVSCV
N-glyco inh: increase of ERlucT glycosylation luciferase signal, primary screen, N-linked glycosylation inhibitor project, D54 ERlucT cells, luminescence, set 2; D54 ERlucT glycosylation luciferase reporter, 24 h; percent of 100 nM tunicamycin response; reporter increase, % at 12.5 µM; 0.23% of 360,000 active; AID 588692, 2011;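 active = mean luciferase reporter signal, scaled so untreated is 0 and the glycosylation-blocking control 100, at or above a set limit in every replicate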;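 note: luciferase carries N-glycosylation sites so blocking glycosylation raises the light; 0% = median of neutral control wells and 100% = median of 100 nM tunicamycin wells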
ABCB6 inh 2: ABCB6 transporter inhibitors, primary screen, K562-ABCB6 cells, flow cytometry, MLPCN library | ATP-binding cassette sub-family B member 6 (Homo sapiens), Q9NP58 | K562-ABCB6 porphyrin accumulation, 1 h; active compounds read low | fluorescence ratio to DMSO, % at 10 µM | 0.19% of 360,000 active;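 active = fluorescence ratio to DMSO below 75%, the collection mean minus 3 SD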;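 note: signal is porphyrin accumulated inside mitochondria; 100% equals median channel fluorescence of DMSO control wells; lower ratio means ABCB6 inhibition with less porphyrin fluorescence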
ABHD5-PLIN5 inh: ABHD5-PLIN5 interaction inhibitors, primary screen, cell lysate, split luciferase complementation, luminescence; Perilipin-5 (Homo sapiens) + 1-acylglycerol-3-phosphate O-acyltransferase ABHD5 (Homo …; Split G. princeps luciferase complementation, 4 h; inhibition, % at 4 µM; 0.78% of 360,000 active; AID 602281, 2012;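 active = inhibition above the mean inhibition across every tested compound plus 3 SD, cut at about 22% in these data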;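 note: 0% = DMSO only wells and the 100% control is not disclosed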
aDG glyco up: activators of alpha-DG glycosylation, primary screen, uHTS, Pro5-aDG cells, AlphaScreen; alpha-DG glycosylation AlphaScreen (IIH6); 0% Pro5, 100% B10-LARGE cell signal; 0.22% of 360,000 active; AID 624168, 2012; activation, % at 10 µM;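 active = activation of at least 8% versus controls, or a plate z-score of at least 8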;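 note: Pro5 are CHO cells carrying HIG-tagged alpha-DG that lacks glycosylation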
* marks the source's active call; other numbers are inactive results; . = no result given.

SMILES | H9c2 protect | MC4R antagonist | MC4R ag barr | Granule exo inh | hiPSC survival | m5-HT2A agonist | N-glyco inh | ABCB6 inh 2 | ABHD5-PLIN5 inh | aDG glyco up
COc1ccc(CC2SC(N)=NC2=O)cc1 (stereo unspecified) | 8 | 6 | -1.7 | -5 | 0.7 | -5 | 2 | 96 | -3 | -0.1
COc1cc(SC)ccc1C(=O)N(CC(=O)Nc1ccccc1Br)Cc1ccco1 | 2 | 17 | -1.2 | -6 | -0.6 | -1 | -1 | 101 | 3 | -0.3
CCOc1ccc(NC(=O)N2CCC(n3nnc4cc(C)ccc43)CC2)cc1 | 1 | 13 | -1.6 | 0 | -3.9 | -4 | -2 | 94 | 2 | 1.1
NC(=O)c1ccccc1NC(=O)c1ccoc1 | -1 | 0 | -1.8 | -3 | -0.1 | -7 | 3 | 105 | -3 | 0.2
CCN1CCN(C(=S)c2ccc(OCC(=O)N3CCOCC3)cc2)CC1 | 3 | 19 | -2.7 | 5 | 0.3 | -3 | 2 | 93 | -7 | 0.0
COc1ccc(NC(=O)CN2C(=O)CSC(C)C2=O)c(OC)c1 (stereo unspecified) | 6 | 5 | -0.3 | -2 | 2.2 | -1 | 2 | 93 | 0 | -0.3
O=C(NC1CCCCC1)N1CCCC(c2nc3ccccc3[nH]2)C1 (stereo unspecified) | 1 | 5 | -1.2 | -2 | 0.6 | -2 | 1 | 99 | -6 | 0.1
O=C(CCN1C(=O)/C(=C\c2ccccc2F)SC1=S)N1CCOCC1 | -4 | 9 | 1.4 | 3 | -1.8 | 8 | 11 | 106 | 4 | 0.1
O=C(NC(NC(=S)Nc1c(Cl)cccc1Cl)C(Cl)(Cl)Cl)c1cccc([N+](=O)[O-])c1 (stereo unspecified) | -14 | 4 | -4.2 | -1 | -0.6 | -6 | -6 | 98 | -4 | 3.6
Cc1nc(C(=O)NNC(=O)c2ccc(Cl)cc2)cs1 | 12 | 1 | -1.0 | 7 | -0.4 | -5 | -1 | 97 | 8 | 0.2
Cc1cccc(NC(=O)c2nc[nH]c2C(=O)N[C@@H](CC(C)C)C(=O)OCc2ccccc2)c1 | -2 | 8 | -1.6 | -3 | -1.2 | -3 | 0 | 96 | -10 | 0.3
Cc1nc2n(n1)CC(O)CS2 (stereo unspecified) | 2 | 8 | -0.8 | 0 | 5.9 | 4 | 2 | 90 | 0 | 0.0
O=C(c1ccccc1)c1ccccc1 | 2 | 10 | -1.8 | -1 | 2.8 | -4 | -1 | 98 | -3 | -0.2
COc1ccc(-c2ccc(OC)c([C@H]3[C@H]4C=CC[C@@H](C)[C@@H]4C(=O)N3Cc3ccccc3)c2)cc1 | -7 | -2 | 0.7 | -1 | -0.2 | -1 | -7 | 96 | -6 | 0.7
CC(C)C[C@@H](COCc1cccc(Cl)c1)N1CCN(C(=O)c2cccc(C(F)(F)F)c2)CCC1=O | . | . | . | 13 | 0.2 | 4 | . | 95 | -5 | 0.2
O=C(COC(=O)Cc1ccc(Br)cc1)Nc1ccc(Cl)cn1 | -8 | 0 | 4.5 | 0 | -0.5 | -1 | -2 | 97 | 6 | -0.1
Cc1cnc(C(=O)OCC(=O)c2ccc(F)cc2)cn1 | 1 | 0 | -1.3 | 1 | -0.4 | -4 | -1 | 98 | -1 | 0.1
C[C@@]12CCC3[C@@](CC[C@@H]4[C@](C)(C(=O)O)CCC[C@@]34C)(C[C@H]1O)C2 (stereo partly specified) | -3 | -5 | -0.6 | -6 | 0.4 | 0 | 2 | 95 | -1 | 0.0
Cn1cc(S(=O)(=O)N2CCCC2)cc1C(=O)NCc1ccccc1Cl | 7 | 5 | 1.0 | 0 | 1.0 | -1 | -3 | 100 | 3 | 0.1
COc1ccc(/C=C/C(=O)c2ccc(OC)cc2OC)cc1 | -4 | 10 | 0.1 | 3 | -0.5 | -3 | 10 | 93 | 0 | 0.0
CCc1ccccc1NC(=O)CN(C)C(=O)Cn1ncc(Cl)c(Cl)c1=O | -11 | 21 | -2.9 | 6 | -2.6 | -2 | -8 | 99 | -1 | -0.5
Nc1nc(SCC(=O)Nc2ccc(Cl)c(S(=O)(=O)N3CCOCC3)c2)n[nH]1 | 19 | 5 | -0.5 | 0 | -0.1 | -2 | 1 | 100 | -1 | 0.1
Cc1ccc(-c2cnc(C(O)c3cc(Cl)cc(Cl)c3)[nH]2)cc1 (stereo unspecified) | -9 | 1 | 9.5* | 6 | -1.3 | 5 | 1 | 110 | -9 | 0.3
Cn1c(SCC(=O)Nc2ccccc2)nc(O)cc1=O | -3 | 10 | -3.0 | -1 | -0.3 | 1 | 0 | 102 | 5 | -0.3
Cc1nnc(SC2CC(=O)N(c3ccccc3)C2=O)s1 (stereo unspecified) | -41 | -3 | -1.6 | 2 | -3.1 | 2 | 1 | 91 | 0 | 0.2
The list continues.
SMILES | H9c2 protect | MC4R antagonist | MC4R ag barr | Granule exo inh | hiPSC survival | m5-HT2A agonist | N-glyco inh | ABCB6 inh 2 | ABHD5-PLIN5 inh | aDG glyco up
COC(=O)c1cccc(NC(=O)CN2C(=O)C3CCCCC3C2=O)c1 (stereo unspecified) | 1 | -2 | -0.6 | 2 | -0.5 | -2 | 3 | 98 | -8 | 0.0
Cc1cccc(OCC(=O)Nc2sc3c(c2C#N)CCC3)c1 | -17 | 2 | 6.1 | -3 | 3.2 | 1 | -3 | 98 | -10 | 0.1
COc1ccc(C2(CNC(=O)c3ccc(C)cc3)CCOCC2)cc1 | 0 | 1 | -4.2 | 1 | -1.1 | 2 | 1 | 101 | 6 | 0.1
NC(=O)c1ccccc1Nc1nc(NCCO)nc(N2CCCC2)n1 | 2 | 0 | -0.2 | -3 | -1.9 | 0 | 2 | 94 | 3 | 0.0
COC(=O)c1c(N)n(CCCN2CCOCC2)c2nc3ccccc3nc12 | 5 | 4 | -2.1 | -1 | -4.1 | 2 | 11 | 97 | 2 | 0.1
Cc1nc2ccccc2c(=O)n1Nc1cccc(Cl)c1 | 8 | 0 | 0.9 | 0 | -0.5 | 5 | 2 | 96 | -2 | 0.1
Cc1cc(=O)oc2c1ccc1oc(/C(=N/O)c3ccccc3)c(C)c12 | -2 | -1 | 1.4 | 8 | 3.1 | 3 | -7 | 95 | 2 | 0.0
CC(C)(C)C(=O)N=C1SC2CS(=O)(=O)CC2N1c1ccc2c(c1)OCO2 (stereo unspecified) | -1 | -1 | -1.2 | 0 | 0.2 | 4 | -1 | 93 | -2 | -0.1
O=S1(=O)C=CC(N2CCOCC2)C1 (stereo unspecified) | 10 | 3 | -1.3 | 0 | -2.5 | 0 | 1 | 100 | -4 | 0.2
O=C1C(Cc2ccccc2O)NC(=S)N1c1ccccc1 (stereo unspecified) | 5 | 22 | 2.3 | 2 | -0.8 | -1 | 1 | 103 | -1 | -0.2
CCOC(=O)c1cc(-c2ccc(OC)cc2)n[nH]1 | -9 | -2 | -1.6 | -1 | -0.9 | 1 | -1 | 104 | 4 | 0.0
O=C(NC(c1ccc(Cl)cc1)c1ccsc1)C1CCN(Cc2cccc(C(F)(F)F)c2)CC1 (stereo unspecified) | 2 | 12 | 0.6 | 4 | 0.8 | -4 | -5 | 99 | -2 | 0.5
Cc1cc(C)c(C)c(S(=O)(=O)N2CCC(C(=O)N3CCCC3)CC2)c1C | -4 | -2 | -0.2 | 2 | -0.1 | -9 | 2 | 99 | -4 | 0.4
COc1ccccc1C(=O)NNC(=O)c1ccc(NC(=O)CC(C)C)cc1 | 2 | 4 | 2.8 | -7 | 1.1 | -2 | -2 | 104 | -6 | -0.1
Cc1ccc(OC(C)C(=O)N2CCc3ccccc32)cc1 (stereo unspecified) | -7 | 5 | 1.6 | -1 | 0.2 | 3 | -3 | 98 | 6 | -0.1
O=C(Nc1ccccc1)c1nc[nH]c1C(=O)NCCN(CCNC(=O)c1[nH]cnc1C(=O)Nc1ccccc1)CCNC(=O)c1[nH]cnc1C(=O)Nc1ccccc1 | 31 | 8 | -0.3 | 1 | -1.3 | 4 | -1 | 93 | -8 | -0.1
Cc1ccc(S(=O)(=O)N2CCC(C(=O)N[C@@H](C)C(=O)NCC3CCCO3)CC2)cc1 (stereo partly specified) | -5 | -6 | -1.8 | -3 | -1.5 | -4 | 2 | 101 | -1 | -0.2
COc1ccc(CN(C)CC(O)COc2ccc(C(=O)c3ccccc3)cc2)c(OC)c1OC (stereo unspecified) | 1 | 3 | -0.2 | 39 | -0.2 | -13 | -2 | 84 | 17 | 0.5
O=C(c1nc2ccccn2c1CN1CCN(c2ccccc2O)CC1)N1CCCC1 | 7 | -8 | -0.7 | 0 | 1.5 | 9 | 0 | 96 | 4 | 0.3
Cc1cccc(C(=O)NC(=S)NNC(=O)c2cccs2)c1 | 34 | -3 | -1.7 | 2 | -1.7 | 7 | 4 | 98 | -12 | 0.2
COc1ccc(NC(=O)Cn2c3ccccc3c3nc4n(c(=O)c32)CCS4)cc1OC | 2 | 5 | -2.4 | 3 | -0.6 | 8 | -1 | 101 | -1 | 0.7
Cc1cccn2c(CNC3CCCc4ccccc43)c(C(=O)N3CCCCC3)nc12 (stereo unspecified) | 5 | -3 | -1.0 | 4 | -0.8 | -1 | -2 | 99 | 3 | 0.0
CC1(C(=O)NS(=O)(=O)C2CC2)CCCN(C(=O)c2ccccc2)C1 (stereo unspecified) | -3 | -2 | 0.2 | -7 | 6.4 | 1 | 2 | 91 | -1 | -0.1
CCN(C(=O)c1ccc(N2CC3CC(C2)c2cccc(=O)n2C3)c(NC(=O)c2ccncc2)c1)c1cccc(C)c1 (stereo unspecified) | -4 | -2 | 0.6 | -15 | -0.2 | -1 | 0 | 94 | 11 | -0.2
COc1ccc(CCC(=O)NC(C)C)cc1 | -3 | 7 | -1.4 | -2 | 1.4 | 0 | 0 | 298 | 3 | 0.1
C/C(=N/NC(=O)C1CCCCC1)c1ccc([N+](=O)[O-])cc1 | 3 | 5 | -1.3 | -12 | -1.0 | -2 | 9 | 92 | 0 | 0.2

Random excerpt: 3 entries already listed, in no set order.
SMILES | H9c2 protect | MC4R antagonist | MC4R ag barr | Granule exo inh | hiPSC survival | m5-HT2A agonist | N-glyco inh | ABCB6 inh 2 | ABHD5-PLIN5 inh | aDG glyco up
Cc1cccn2c(CNC3CCCc4ccccc43)c(C(=O)N3CCCCC3)nc12 (stereo unspecified) | 5 | -3 | -1.0 | 4 | -0.8 | -1 | -2 | 99 | 3 | 0.0
O=S1(=O)C=CC(N2CCOCC2)C1 (stereo unspecified) | 10 | 3 | -1.3 | 0 | -2.5 | 0 | 1 | 100 | -4 | 0.2
COc1ccccc1C(=O)NNC(=O)c1ccc(NC(=O)CC(C)C)cc1 | 2 | 4 | 2.8 | -7 | 1.1 | -2 | -2 | 104 | -6 | -0.1
